UPR XBP1 act – activators of adaptive arm of unfolded protein response (XBP1) | 0.33% of 330,000 active | AID 463104 | CHO-XBP1 luciferase reporter, IRE1-XBP1 UPR activation, luminescence; percent of tunicamycin response, DMSO as zero | activation, % at 20 µM;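 active = versus positive control, 20 µM dose yields 30% or more activation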;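 also: 100% = tunicamycin at 10 µg/mL and 0% = DMSO only wells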
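Assay system: IRE1-XBP1 luciferase reporter CHO line. Input: 1000 cells/well. Buffer or medium: F12 with 10% serum. Doses: 20 µM, 1% DMSO. Times: overnight seeding at 37 °C, 6 h compound treatment at 37 °C. Technique: Steady-Glo luciferase glow luminescence, 10 min after reagent addition.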
Mdm2-MdmX inh – inhibitors of human Mdm2/MdmX interaction. O15151+Q00987. SaOS-2 split-luciferase Mdm2/MdmX complementation, luminescence. inhibition, % at 8 µM. 3% of 330,000 active. AID 485346;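 active = inhibition of at least 50% at 8 µM in the primary screen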
Gli-Sufu antag – Gli-Sufu pathway antagonism. Sufu-KO-LIGHT fibroblasts, Gli luciferase reporter luminescence. inhibition, % at 5 µM. 0.74% of 340,000 active. AID 588413;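 active = inhibition above about 55%, limit read from the data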;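 also: 0% = DMSO-treated cells and 100% = wells with medium but no cells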
CCR6 antagonist – blocks CCL20-driven beta-arrestin recruitment at human CCR6; CHO-K1 CCR6 PathHunter beta-arrestin, luminescence, CCL20-stimulated; inhibition, % at 20 µM; 0.49% of 340,000 active; P51684;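 active = compounds whose inhibition of the agonist-driven luminescence signal at 20 µM reaches about 50%, limit read from the data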;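 also: cells stimulated with CCL20 at 14 nM final; plate controls were DMSO with CCL20 for no effect and DMSO without agonist for full effect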
Target sequence (P51684 whole entry, looked up): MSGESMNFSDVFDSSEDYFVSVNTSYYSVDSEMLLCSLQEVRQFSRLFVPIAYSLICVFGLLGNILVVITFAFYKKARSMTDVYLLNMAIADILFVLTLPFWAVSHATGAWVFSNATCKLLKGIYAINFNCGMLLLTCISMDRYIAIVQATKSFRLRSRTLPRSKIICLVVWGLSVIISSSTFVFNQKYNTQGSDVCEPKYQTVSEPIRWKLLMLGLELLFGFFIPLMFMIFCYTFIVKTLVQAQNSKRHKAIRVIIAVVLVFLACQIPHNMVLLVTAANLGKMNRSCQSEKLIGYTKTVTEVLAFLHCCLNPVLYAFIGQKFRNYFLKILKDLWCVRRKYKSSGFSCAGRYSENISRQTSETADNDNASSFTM
697 NFkB inh – inhibitors of the PMA/ionomycin-induced NF-kB reporter in 697 B cells; 697 B-cell NF-kB luciferase reporter, 16 h; inhibition, % at 4 µM; 0.33% of 330,000 active; AID 435022; in the data active = inhibition above about 35%
UPR CHOP act – apoptotic UPR (CHOP) activation | CHO-CHOP luciferase reporter, luminescence; percent of tunicamycin response over DMSO baseline | activation, % at 10 µM | 0.34% of 330,000 active | AID 449763;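 active = at 10 µM dose, activation of 40% or more, normalized to positive control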;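 also: 100% = tunicamycin at 10 µg/mL and 0% = DMSO alone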
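Assay system: CHO cells with stable CHOP pathway luciferase reporter; Buffer or medium: F12 plus 10% serum; Times: 16-18 h cell attachment, then 6 h compound exposure, 37 °C; Signal: luciferase luminescence; Read-out basis: percent activation relative to tunicamycin control; Control set: tunicamycin high control, DMSO low control.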
CXCR6 block – CXCR6 (human) receptor inhibition. CHO-K1 PathHunter CXCR6 beta-arrestin, luminescence. 0.36% of 360,000 active. inhibition, % at 20 µM. AID 602244. O00574; in the data active = inhibition above about 34%, passing the limit was not always enough;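 also: antagonist mode with CXCL16 agonist at 10 nM final; 0% = 10 nM CXCL16 with DMSO and 100% = unstimulated wells without agonist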
Target sequence (O00574 whole entry, looked up): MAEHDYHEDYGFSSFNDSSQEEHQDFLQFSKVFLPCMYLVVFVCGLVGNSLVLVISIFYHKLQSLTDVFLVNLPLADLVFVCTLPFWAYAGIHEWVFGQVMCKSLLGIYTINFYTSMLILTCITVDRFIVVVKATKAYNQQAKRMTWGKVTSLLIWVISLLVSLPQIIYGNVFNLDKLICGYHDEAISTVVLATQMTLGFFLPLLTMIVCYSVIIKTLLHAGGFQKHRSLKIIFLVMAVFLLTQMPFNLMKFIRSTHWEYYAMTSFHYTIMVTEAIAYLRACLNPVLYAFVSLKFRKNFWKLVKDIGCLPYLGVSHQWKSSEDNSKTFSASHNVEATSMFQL
EBI2 antag – EBI2 (human) antagonism; EBI2 beta-arrestin recruitment, luminescence, 7a,25-OHC stimulated; inhibition, % at 5 µM; 0.81% of 360,000 active; AID 651636; in the data active = inhibition above about 38%;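 also: enzyme fragment complementation signal reports receptor beta-arrestin coupling in cells; 0% = agonist plus DMSO wells and 100% = wells without agonist; some results beyond the cut were filed as inactive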
Jurkat NFkB inh – lowers PMA/ionomycin-induced NF-kB signal in Jurkat cells. 0.53% of 330,000 active. inhibition, % at 4 µM. PMA/ionomycin-induced NF-kB luciferase reporter, luminescence; in the data active = inhibition above about 50%
Active calls of the source: *; x = no result given. This is a random part of the collection; 5% or so of the library scored in one or more.

SMILES	UPR XBP1 act	Mdm2-MdmX inh	Gli-Sufu antag	CCR6 antagonist	697 NFkB inh	UPR CHOP act	CXCR6 block	EBI2 antag	Jurkat NFkB inh
O=C(NC1CCC(O)CC1)c1ccc2c(c1)S(=O)(=O)N=C1CCCCCN12 (stereo unspecified)	1	-3	-10	11	1	1.2	4	5	-7
O=C(Nc1cc([N+](=O)[O-])ccc1F)C1CC1	-2	20	-18	4	-6	-0.5	2	-10	3
COc1ccc(NC(=O)CSc2nnc(NC(=O)c3ccco3)s2)cc1	1	7	-9	5	8	3.5	2	2	-3
COc1ccc(S(=O)(=O)Nc2ccc3c(c2)N(C(C)=O)CCC3)cc1OC	-2	-5	15	-8	-7	0.0	-10	-2	-4
C/C=C(\C)CN1CCC(Oc2cccc(C(=O)NCc3ccccn3)c2)CC1	-3	-2	8	6	7	-1.1	1	-1	-1
COc1ccc(NC(=O)CSCC(=O)N(C)CC(=O)Nc2ccc(Cl)c(C(F)(F)F)c2)cc1	-2	20	15	-3	5	0.1	0	-29	5
O=C(Nc1nc(=O)[nH]s1)c1ccccc1	-3	-1	-4	12	5	-1.2	-7	-15	7
CC(C)c1ccc(S(=O)(=O)N2CCN(C(=O)CN3C(=O)NC4(CCCC4)C3=O)CC2)cc1	-8	44	-1	1	10	1.2	-2	-10	7
O=C1C2C3C=CC(CC3)C2C(=O)N1c1ccccc1F (stereo unspecified)	-2	-8	-7	-12	-2	-3.3	2	9	-11
O=C1OC2(c3ccccc3)C3CCCC2C13	2	17	2	9	-9	-1.6	0	9	0
COc1cc(NC(=O)COC(=O)Cc2ccsc2)cc(OC)c1	-2	-7	4	4	9	0.7	-2	5	0
COc1cc([N+](=O)[O-])ccc1N1C(=O)C2C3C=CC(C4CC34)C2C1=O (stereo unspecified)	-2	4	2	5	-7	1.8	1	-2	-8
CCN(c1ccccc1)S(=O)(=O)c1ccc(C(=O)N2CC(C)CC(C)C2)cc1 (stereo unspecified)	0	21	4	9	-7	1.6	1	4	13
N/C(=N\NS(=O)(=O)c1ccccc1Cl)c1ccccn1	4	10	3	-12	4	1.3	-10	-8	-9
COc1ccc(N(CC(=O)Nc2cc(OC)ccc2OC)S(C)(=O)=O)cc1	-1	28	-1	-21	5	-0.7	-4	-5	-16
Cc1nnc(SCC(=O)Nc2ccc(N3CCOCC3)cc2)n1-c1ccccc1	0	9	-6	-3	18	0.4	1	-4	0
CS(=O)(=O)N(CC(=O)Nc1cccc(Br)c1)Cc1ccccc1	0	-17	-3	0	-14	2.4	8	0	7
COc1cc2c(cc1OC)C(/C(C#N)=N\O)=NC(C)(C)C2	5	10	2	8	-10	-1.8	-2	4	-22
O=C(COc1ccc2oc3c(c2c1)CCCC3)Nc1ccccn1	-2	-170	-58	12	10	2.9	-8	6	-72
O=C(CCCC(=O)c1ccccc1)Nc1ccc(O)cc1	-2	10	10	-2	-10	-1.1	-17	-19	17
COC(=O)Nc1ccc2c(c1)N(C(=O)CCN1CCOCC1)c1ccccc1S2	0	13	-4	6	0	-1.0	-5	-1	-23
CCOC(=O)/C=C/C(=O)NNC(=O)c1ccccc1Cl	0	2	-3	2	9	-3.0	-5	-19	24
Cn1c(N)c(C(=O)COC(=O)COc2cccc(Br)c2)c(=O)n(C)c1=O	0	-4	12	7	9	-1.4	0	4	2
N/C(=N\OC(=O)c1ccncc1)c1cccc([N+](=O)[O-])c1	1	-47	-45	-19	-61	2.1	-27	3	-63
CCc1cccc(NC(=O)CCc2nc(-c3cccs3)no2)c1	0	31	1	0	12	-0.3	-10	9	12
O=c1[nH]c(=S)n(C2CCCCC2)c(O)c1C=NCCN1CCOCC1	0	-24	4	7	7	-0.3	6	-13	1
CCOC(=O)C(=O)Nc1ccc(S(=O)(=O)N2CCOCC2)cc1OC	1	-1	0	2	-31	2.4	5	-2	-11
O=C(CSc1nc2cc(C(F)(F)F)ccc2n1Cc1ccccc1)NC1CCS(=O)(=O)C1 (stereo unspecified)	-2	-9	-4	10	-6	0.2	6	3	-8
Cc1ccc(NC2=CC(=O)CC(c3ccco3)C2)c(N)c1 (stereo unspecified)	-4	6	5	5	10	-2.8	-6	1	-2
CCOC(=O)C1CCN(c2c(NC3CCCc4ccccc43)c(=O)c2=O)CC1 (stereo unspecified)	2	16	0	7	14	-1.0	2	-2	11
Cc1ccc(OCC(=O)N2CCOCC2)c([N+](=O)[O-])n1	-3	-35	-2	12	9	-0.9	-4	3	1
CC(=O)c1c(N2CCN(C(=O)C3CCCO3)CC2)nc(=S)n(-c2ccccc2)c1C (stereo unspecified)	-2	7	-13	-7	13	-0.5	-3	-6	20
CC(C)Sc1nc2c(c(=O)[nH]c(=O)n2C)n1Cc1ccccc1	6	-10	6	11	-5	0.7	2	1	5
O=C(O)Cn1cc(C(=O)C2CC2)c2ccccc21	-2	27	3	-10	12	0.0	-5	-6	4
CCN1CCN(CC(=O)N2CCCC(C(=O)c3ccc(Oc4ccccc4)cc3)C2)CC1 (stereo unspecified)	0	29	40	2	-39	2.4	-18	-4	-14
N#CC1(c2cccc(Br)c2)C(=O)Nc2ccccc21 (stereo unspecified)	x	x	-14	0	x	x	2	-5	x
COc1ccc(NC(=O)c2ccccc2OCc2ccc(F)cc2)c(OC)c1	6	18	-8	23	-7	2.5	7	9	-9
CNc1nc(SC)nc2ccccc12	-3	5	-6	10	11	1.0	-3	1	8
CCOC(=O)c1c(NC(=S)NNS(=O)(=O)c2ccc(Br)cc2)sc2c1CCCCC2	-4	23	5	3	-6	-1.3	-4	11	-1
N#CCCC12CCCCC1=Nc1ccccc12 (stereo unspecified)	2	-34	4	-1	-19	-2.9	8	-5	4
Cc1c(C(=O)OCC(=O)Nc2ccc3c(c2)OCO3)cccc1[N+](=O)[O-]	0	-24	-1	0	-19	1.6	-2	-6	-14
COc1cc(N2C(=O)CC3(CCCC3)CC2=O)cc(OC)c1OC	-2	20	8	2	12	-0.3	-3	2	2
Cc1cc(C)nc(NS(=O)(=O)c2ccc(NC(=S)NC(=O)C(C)(C)C)cc2)n1	0	23	0	7	4	4.8	21	4	10
O=C1C=C(c2cccc3c2sc2ccccc23)C[C@@H](c2ccc(F)cc2)C1	1	-10	-4	9	8	2.2	-5	67*	-2
C/C=C\C=C\C(=O)Nc1cccc(C2=NOC3(C2)C[C@H](C(N)=O)N(C(=O)c2ccccc2C(=O)c2ccccc2)C3)c1 (stereo partly specified)	-2	-8	5	3	15	2.5	x	x	18
COc1ccc(CCNC(=O)COC(=O)C2CC2)cc1	-3	13	15	4	13	-0.5	3	2	8
CC1CCN(c2nc3nonc3nc2Nc2ccc(F)cc2)CC1	0	-5	7	25	-8	-0.5	8	-6	6
CCN(CC)CCCN1C(=O)C(=O)/C(=C(/O)c2c(C)nc3ccccn23)C1c1ccc(C)o1 (stereo unspecified)	x	x	3	3	x	x	-11	1	x
CCN(CC)C(=O)CSc1nc2ncccc2[nH]1	-1	4	1	6	-3	-0.1	-2	-18	-5
COc1ccc(NC(=O)c2ccc(S(=O)(=O)N3CCCCC3)cc2)cc1OC	-3	9	9	9	7	0.6	-2	-2	7
O=C(CN(Cc1ccc(F)cc1)C(=O)C1CSC(=O)C1)NC1CCCCC1 (stereo unspecified)	1	10	5	8	1	0.0	11	-4	6
Fc1ccc(CNC(=S)Nc2ccc(OC(F)F)cc2)cc1	-1	4	2	5	-7	7.0	-4	6	8
CCOc1ncccc1C(=O)Nc1nc(C(C)(C)C)cs1	9	-4	-29	25	-23	2.4	-6	-3	-10
Fc1ccc(Cn2nnnc2CN2CCN(C3CCCC3)CC2)cc1	-2	-3	93*	0	5	-0.5	13	-8	-1
CCN(CC)C(=O)c1[nH]cnc1C(=O)Nc1ccc(C)cc1	-3	-18	2	-3	12	0.7	1	-4	4
CCOC(=O)C1CCN(C(=O)CSc2cc(=O)n(C)c3ccccc23)CC1	0	42	12	7	25	-1.4	6	6	-10
Cc1c(CCC(=O)N2CCC(C(=O)NCCCCCC(=O)O)CC2)c(=O)oc2cc3oc4c(c3cc12)CCCC4	-1	1	-11	3	15	-0.1	10	0	-5
N#C/C(=C\c1ccc(Cl)c([N+](=O)[O-])c1)c1ccccn1	5	87*	-26	-5	2	1.3	-13	53*	0
C[C@H](CO)N1C[C@H](C)[C@@H](CN(C)C(=O)NC2CCCCC2)Oc2ccc(NC(=O)Cn3cnnn3)cc2C1=O	-1	14	-5	-6	1	2.6	-5	8	-2
O=C(NCCSCc1ccco1)Nc1cc(Cl)cc(Cl)c1	-1	6	-1	9	6	2.9	-12	8	2
(further entries)
SMILES	UPR XBP1 act	Mdm2-MdmX inh	Gli-Sufu antag	CCR6 antagonist	697 NFkB inh	UPR CHOP act	CXCR6 block	EBI2 antag	Jurkat NFkB inh
CCCCc1nnc(NC(=O)CSc2nc(=O)cc(N)n2-c2ccccc2)s1	-2	29	12	-8	-1	0.6	-1	1	-6
Cc1ccc2nc(SC(C)C(=O)NC3CCCC3)[nH]c2c1 (stereo unspecified)	-3	26	-3	10	2	1.1	6	10	3
CCCCC(CC)CNC(=O)c1ncn[nH]1 (stereo unspecified)	-3	10	0	17	4	-0.6	-5	-1	-12
CC(=O)c1ccc(NS(=O)(=O)c2ccccc2)cc1	-1	14	-11	-21	0	-0.5	2	-6	-9
CCOC(=O)C1=C(c2ccccc2)c2ccccc2OC1C(=O)OCC (stereo unspecified)	-2	2	-8	20	7	0.2	18	3	x
CN(C)c1ccc(C2CNC(c3ccc(Cl)c([N+](=O)[O-])c3)c3[nH]c4ccccc4c32)cc1 (stereo unspecified)	-1	54*	3	3	4	-0.7	-14	18	17
CCOC(=O)c1cc(NC(=O)C2CCCO2)cc(C(=O)OCC)c1 (stereo unspecified)	0	5	3	-5	20	1.4	3	-3	-5
CCOC(=O)c1sc(NC(=O)CSc2nc(C)cc(C)c2C#N)c(C#N)c1C	3	29	10	0	-2	0.1	0	0	-1
CCCCN(C(=O)CSc1nnc(-c2ccccc2)o1)c1c(N)n(CCC)c(=O)[nH]c1=O	-1	-26	4	13	13	1.2	-4	-6	16
CC1CCCCC12NC(=O)N(CC(=O)NC1CCCc3ccccc31)C2=O (stereo unspecified)	-1	-4	-4	-9	-18	-0.5	-18	-13	-17
O=C(NO)c1ccccc1O	-7	13	-4	10	-12	-0.3	-8	-6	3

Screening results as filed in PubChem.
